High-throughput results deposited in PubChem by several laboratories.
IDE cell inh = cellular human IDE inhibition. P14735. HEK cells, FAbetaB cleavage, fluorescence polarization. inhibition, % at 5.59 µM. hit rate 0.41% among 320,000;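 active = percent inhibition above the average of all tested compounds plus 3 SD, set per screening campaign, cut at about 16% in these data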;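 also: IDE supplied by intact live HEK cells; FP after avidin binding of uncleaved biotin substrate so inhibition keeps polarization high; 0% = DMSO wells and 100% = 60 µM reference IDE inhibitor Ii1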
Target sequence (P14735 whole entry, looked up): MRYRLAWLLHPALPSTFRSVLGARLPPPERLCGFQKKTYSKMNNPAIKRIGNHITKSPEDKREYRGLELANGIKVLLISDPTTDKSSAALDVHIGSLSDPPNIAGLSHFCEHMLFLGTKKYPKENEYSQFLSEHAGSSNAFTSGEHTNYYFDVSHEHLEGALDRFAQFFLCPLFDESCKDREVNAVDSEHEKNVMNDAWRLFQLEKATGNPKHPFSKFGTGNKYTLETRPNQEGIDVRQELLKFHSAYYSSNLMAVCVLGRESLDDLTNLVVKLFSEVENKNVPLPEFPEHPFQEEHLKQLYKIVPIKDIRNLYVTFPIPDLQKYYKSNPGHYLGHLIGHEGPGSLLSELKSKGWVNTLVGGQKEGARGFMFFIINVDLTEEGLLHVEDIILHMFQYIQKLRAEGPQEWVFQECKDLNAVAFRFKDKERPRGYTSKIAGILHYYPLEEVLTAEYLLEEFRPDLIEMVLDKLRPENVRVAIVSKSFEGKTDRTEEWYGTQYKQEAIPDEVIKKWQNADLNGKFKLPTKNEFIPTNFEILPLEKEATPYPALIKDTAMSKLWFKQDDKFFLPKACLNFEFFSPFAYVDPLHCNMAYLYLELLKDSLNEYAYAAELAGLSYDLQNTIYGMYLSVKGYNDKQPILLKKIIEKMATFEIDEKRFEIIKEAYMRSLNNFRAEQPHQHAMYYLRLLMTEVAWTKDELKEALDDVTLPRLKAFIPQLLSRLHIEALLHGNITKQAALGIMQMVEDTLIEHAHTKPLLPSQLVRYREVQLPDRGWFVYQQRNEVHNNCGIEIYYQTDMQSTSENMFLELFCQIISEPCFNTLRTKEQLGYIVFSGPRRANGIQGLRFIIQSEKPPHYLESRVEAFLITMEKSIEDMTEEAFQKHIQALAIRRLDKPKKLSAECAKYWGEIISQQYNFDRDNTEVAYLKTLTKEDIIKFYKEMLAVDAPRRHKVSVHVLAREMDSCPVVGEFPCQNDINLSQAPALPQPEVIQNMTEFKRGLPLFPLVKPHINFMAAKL
UBC9 SUMO inh = SUMOylation inhibition; HTRF SUMOylation assay, SAE1/SAE2 + UBC9, in vitro; inhibition, % at 35 µM; P63279; AID 2006; hit rate 0.36% among 290,000; in the data active = inhibition above about 50%, passing the limit was not always enough; also: strong numbers were not always called active
IDE cell activ = IDE (human) activation, cell-based. HEK cells, FAbeta-B cleavage, fluorescence polarization; 0% vehicle, 100% cell-free pure enzyme wells. activation, % at 5.96 µM. AID 493087. hit rate 0.073% among 340,000;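 active = activation above the mean of all tested compounds plus 3 SD, set per screening campaign, cut at about 17% in these data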
NS3 helicase inh = HCV NS3 helicase inhibition | NS3 helicase DNA unwinding, Cy5 molecular beacon fluorescence | inhibition, % at 10.9 µM | hit rate 0.56% among 290,000 | AID 1800;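 active = inhibition above the mean of all tested compounds plus 3 SD, set per campaign, cut at about 35% in these data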;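 also: 0% = DMSO wells and 100% = thioflavine S control wells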
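System: NS3 helicase fragment of HCV / Schedule: 1 h at 25 °C / Control set: DMSO alone as 0% and 110 µM thioflavine S as 100% / Reagent: Cy5/quencher beacon DNA duplex and ATP to start / Technique: Cy5 fluorescence / Replication: singlicate / Evaluation: % inhibition of end-to-start signal ratio versus controls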
GalR3 antagonist = antagonists of human GalR3; HEK293 GalR3-CNG cAMP membrane potential fluorescence; galR3 body fused to GalR1 C-terminus; hit rate 0.44% among 360,000; O60755; AID 651719; inhibition, % at 3 µM;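 active = inhibition above the screen-wide average plus 3 SD, cut at about 13% in these data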;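 also: forskolin and galanin both at EC90 stimulate the cells; cAMP rise reported by CNG channel membrane potential dye signal; 0% = forskolin plus galanin with DMSO and 100% = forskolin alone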
IMP-1 inhibitor = inhibitors of Pseudomonas aeruginosa IMP-1 metallo-beta-lactamase; purified IMP-1, nitrocefin hydrolysis, epi-absorbance fluorescence; inhibition, % at 5.6 µM; hit rate 0.45% among 290,000;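 active = inhibition above the mean plus 3 SD of all compounds in the same screening run, cut at about 4.5% in these data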;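 also: 0% = IMP-1 with DMSO and 100% = DMSO wells lacking enzyme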
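Test system: recombinant IMP-1 enzyme, purified / Medium: HEPES buffer pH 7.1 with ZnSO4 and Brij 35 / Doses: single dose, 5.6 µM / Times: 25 °C, 15 min preincubation, 25 min reaction / Detection: Epi-absorbance via hydrolysed-nitrocefin quenching of white-plate fluorescence, 480/530 nm, EDTA stop / Evaluation: percent inhibition from optical density relative to buffer-blank wells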
p-CIP stab down = compounds decreasing mouse p/CIP protein stability | Q05BA5 | F442A p/CIP-EGFP cells, EGFP fluorescence, 16 h | decrease of EGFP signal, % at 10 µM | hit rate 0.01% among 290,000;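 active = EGFP signal decrease of at least 30% at 10 µM or well 3 SD below plate mean, unless failing retest; inactive = the rest, including hits failing retest or dose response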; also: some compounds called inactive have numbers as strong as hits; many of its hits are not listed in these tables
VIM-2 inhibitor = inhibitors of Pseudomonas aeruginosa VIM-2 metallo-beta-lactamase | inhibition, % at 5.6 µM | purified VIM-2, nitrocefin hydrolysis, epi-absorbance fluorescence | hit rate 0.89% among 290,000;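 active = inhibition above the mean of all tested compounds plus 3 SD, cutoff set per screening run, cut at about 7.5% in these data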;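 also: red hydrolysis product quenches plate fluorescence so inhibitors raise well fluorescence; 0% = enzyme with DMSO and 100% = DMSO without enzyme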
CRFBP-R2 block = CRF-BP/CRF-R2 complex antagonism; HEK293 CRF-R2/CRF-BP, CRF-induced calcium fluorescence; inhibition, % at 11.8 µM; hit rate 0.59% among 350,000; AID 588475;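 active = inhibition of the ligand-induced calcium signal above about 50% at the single tested concentration, limit read from the data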
Numbers without * were called inactive; . = not tested or not shown.

SMILES | IDE cell inh | UBC9 SUMO inh | IDE cell activ | NS3 helicase inh | GalR3 antagonist | IMP-1 inhibitor | p-CIP stab down | VIM-2 inhibitor | CRFBP-R2 block
Cc1c(Cl)cccc1NC(=O)COC(=O)c1c2c(nc3ccccc13)CCN(Cc1ccccc1)C2 | 1.7 | 7.7 | 2.6 | -21.6 | 2.2 | -0.3 | -15.3 | -1.2 | -12.3
CC1CC(=O)Nc2ccccc2N1C(=O)Nc1ccc(F)cc1 (stereo unspecified) | -4.5 | 6.9 | -0.3 | 5.7 | -6.4 | -3.5 | -30.6 | -4.7 | 2.7
Cc1nn(CC(=O)OCC(=O)NCCc2ccc(S(N)(=O)=O)cc2)c(C)c1[N+](=O)[O-] | 1.1 | . | 4.2 | . | -6.1 | . | . | . | 1.8
O=Cc1ccc(OCc2cn3ccccc3n2)cc1 | 1.9 | -20.2 | 1.2 | -0.5 | -4.4 | -3.9 | 25.2 | -2.2 | 12.6
Oc1csc(Cc2nc(-c3ccc(-c4ccccc4)cc3)cs2)n1 | 1.2 | 19.3 | -0.6 | 25.0 | 1.1 | -2.3 | 5.2 | -2.5 | 11.1
O=c1c2c(nc3nc(Cc4ccccc4)[nH]n13)CCC2 | -4.3 | -3.4 | 4.2 | -0.9 | -1.1 | -1.9 | -3.5 | 1.0 | -1.7
CCOC(=O)N1CCN(C(=S)Nc2ccc(C)c(C)c2)CC1 | -6.7 | -4.5 | 2.7 | 3.5 | -2.3 | -3.1 | -3.2 | -2.8 | 13.7
CC1CCCN(CCCNC(=O)c2cn(C)c3ccc(S(=O)(=O)N(C)C4CCCCC4)cc3c2=O)C1 (stereo unspecified) | -2.8 | 13.9 | 0.5 | -38.3 | -0.9 | -0.1 | -7.3 | 0.6 | -5.6
CCCOC(=O)c1c(N)sc(C(=O)OCC)c1C | 4.5 | -4.8 | 2.9 | -25.3 | -10.8 | -2.6 | -4.9 | -3.3 | 12.1
CCOC(=O)CN1C(=O)N(CC(=O)OCC)C(c2ccccc2)(c2ccccc2)C1=O | -6.8 | -5.3 | 5.1 | -8.5 | -11.1 | -3.5 | -9.2 | -1.4 | 5.4
COc1ccccc1NC(=S)NCc1ccc2c(c1)OCO2 | 3.0 | -0.8 | 6.0 | -9.4 | -1.9 | -0.6 | -7.4 | -2.7 | 0.5
Cc1csc(NC(=O)Cc2ccc(Cl)cc2)n1 | 0.5 | . | 6.6 | . | -2.8 | . | . | . | -2.6
O=C(NC1CCCCCC1)c1ccc2c(=O)n3c(nc2c1)CCCCC3 | 1.8 | 10.2 | 6.2 | 6.8 | 0.9 | -2.1 | -9.1 | -2.6 | 7.9
COCc1cc(C)n(CC(=O)Nc2ccc(Cl)cc2Cl)c(=O)c1C#N | 3.1 | 26.6 | 2.4 | 2.6 | 5.8 | -1.9 | -6.5 | -3.3 | -14.6
CC1(C)CC(=O)C(C=NCCN2CCN(C(=O)NC34CC5CC(CC(C5)C3)C4)CC2)=C(O)C1 | . | 13.6 | 0.4 | 12.6 | -0.6 | -2.8 | -7.3 | -5.0 | 25.7
O=C(/C=C/c1ccccc1)N1CCN(CCN2C(=O)c3cccc4cccc(c34)C2=O)CC1 | 9.0 | -0.2 | 3.0 | -22.4 | 0.2 | -3.1 | -11.3 | -2.8 | -1.2
Cc1cccn2c(=O)c(C=Nc3ccc(Cl)cc3)c(NCCO)nc12 | 2.9 | 11.2 | -4.8 | -2.6 | -5.9 | -2.9 | 3.3 | 5.0 | -7.5
CCCNC(=S)N1CC2(C)CN(C(=O)C(=O)OC)CC(C)(C1)C2=O | 0.1 | 23.3 | 0.6 | 7.5 | -0.8 | -0.8 | 5.7 | 0.1 | 30.9
O=C(COC(=O)c1ccc(Cl)nc1)Nc1ccccc1OC(F)F | -4.8 | 12.3 | 2.4 | 0.0 | 0.8 | -0.4 | -1.9 | 1.6 | -4.5
Cc1cc(C)cc(NC(=O)CN2CCN(c3ncccn3)CC2)c1 | 6.5 | -17.6 | 0.6 | -10.3 | -4.7 | -1.4 | -13.4 | -2.0 | 20.8
COC(=O)c1ccc(C)c(NC(=O)c2ccc(Cl)c([N+](=O)[O-])c2)c1 | -1.8 | 8.0 | 1.3 | 1.4 | 6.4 | -4.7 | -15.0 | 0.7 | -10.7
O=C(O)c1ccccc1NS(=O)(=O)c1ccc(NN=Cc2ccccc2F)c([N+](=O)[O-])c1 | 1.4 | . | 5.4 | . | -4.9 | . | . | . | 7.7
COc1ccccc1C1CCN(C(=O)C2CCCCC2)CC1 | 6.2 | 9.2 | 3.1 | -5.6 | -9.3 | -1.9 | 5.8 | -2.2 | -2.7
COCCCNC(=O)CCn1c(=O)c2ccccc2n(CC(=O)Nc2ccccc2C)c1=O | 1.2 | 8.6 | 0.2 | 7.2 | 7.4 | -2.8 | 0.4 | -6.4 | 14.3
COc1cccc(CNC(=O)C2CCCN(c3nn4c(=O)cc(C)nc4s3)C2)c1OC (stereo unspecified) | 6.2 | 4.9 | -0.3 | 1.2 | 3.1 | -3.4 | -0.4 | -3.8 | 19.7
CCCCCCC(=O)N(O)C1CC(=O)N(c2ccc(Br)cc2)C1=O (stereo unspecified) | 0.6 | 25.6 | -2.1 | 14.1 | -3.7 | -3.1 | -7.2 | -0.6 | 22.2
C#CCn1c(S(=O)(=O)Cc2ccc(OC)cc2)nc(-c2ccccc2)c1-c1ccccc1 | 1.8 | -1.7 | 7.1 | -17.2 | -8.0 | -1.4 | -15.8 | 0.1 | 11.3
C=CCc1ccccc1OCCNCc1ccccc1 | 2.8 | -6.6 | 3.9 | -15.8 | -10.0 | 0.3 | 0.0 | -0.1 | -56.4
Cc1ccc(NC2CC(=O)N(Cc3ccccc3)C2=O)cc1 (stereo unspecified) | -1.4 | 13.4 | -1.0 | -3.7 | -4.8 | -1.1 | -2.0 | -2.8 | -11.2
Cc1nc2c(-c3ccccc3)c(C)[nH]n2c(=O)c1Cc1ccccc1 | 1.6 | 6.2 | . | 1.5 | -10.1 | -0.9 | 4.0 | -1.0 | 7.2
COc1ccc(N(CC(=O)NC2CCCCC2)C(=O)CNC(=O)c2cccs2)cc1 | -2.8 | 10.2 | -2.2 | -5.7 | -9.4 | -0.1 | -1.4 | -0.4 | -19.0
COc1ccc(CCn2c(=N)c(C(=O)NC3CCCC3)cc3c(=O)n4ccccc4nc32)cc1 | 0.1 | 7.8 | 2.5 | -12.1 | -7.5 | -2.0 | -3.9 | 3.4 | -11.7
Cc1[nH]c2ccccc2c1Cc1nnc(SCC(=O)NCc2ccco2)o1 | -0.1 | 15.2 | 5.4 | 6.2 | 1.0 | -0.9 | 8.9 | -0.9 | 2.3
CN(C)S(=O)(=O)c1cccc(-c2nnc(SCC(=O)NCCCCCC(=O)O)n2-c2ccc(F)cc2)c1 | 2.9 | 0.3 | 1.1 | -0.3 | -2.5 | -3.0 | -9.8 | -0.6 | 3.6
COc1ccc(NC(=O)C2Cc3cc(S(=O)(=O)N4CCCCC4)ccc3N2C(C)=O)cc1Cl (stereo unspecified) | 1.4 | 8.4 | 2.9 | -28.9 | -7.9 | -1.4 | 0.5 | -1.6 | 2.8
CCOC(=O)c1c(C)[nH]c(C(=O)C(C)OC(=O)c2oc3ccccc3c2COC)c1C (stereo unspecified) | 6.5 | 6.5 | -4.2 | 4.2 | . | -1.1 | 3.4 | 0.5 | 3.2
CC(=O)c1ccc(OC(C)C(=O)NC2CCCCC2C)cc1 (stereo unspecified) | -0.8 | . | -0.5 | . | -2.5 | . | . | . | 11.1
CN(Cc1nccn1C)C(=O)C1CCC(=O)N(Cc2cccc(C(F)(F)F)c2)C1 (stereo unspecified) | -5.5 | 5.5 | 5.3 | 5.4 | 0.8 | -2.1 | 4.1 | -0.5 | -3.5
COc1ccccc1-c1sc2cc3c(cc2c1C#CC1(O)CCCCC1)OCO3 | 2.2 | . | 5.5 | . | -6.7 | . | . | . | 18.8
CCOC(=O)c1cc2c(ccn2C)n1Cc1ccc(C#N)cc1 | 1.3 | 18.0 | 4.5 | 4.5 | -7.7 | -3.0 | -4.0 | -0.4 | 3.0
CCOc1ncccc1C(=O)N1CCN(c2cc(Cl)ccc2C)CC1 | -1.0 | 10.3 | -0.6 | 5.7 | 0.6 | -2.6 | 2.1 | -1.4 | -3.4
COc1ccc(-n2c(-c3ccc(Br)cc3)c[n+]3c2CCCCC3)cc1 | -1.8 | -16.6 | . | -5.3 | -2.8 | -1.7 | -18.8 | -2.5 | -2.9
O=C(O)c1cc(N/N=C/c2ccc3c(c2)OCO3)ccc1Cl | -0.1 | 15.8 | -1.6 | 10.5 | -1.6 | -2.3 | 16.8 | -2.2 | 7.7
O=C1c2ccc3c4c(ccc(c24)C(=O)N1Cc1cccnc1)C(=O)N(Cc1cccnc1)C3=O | . | 20.3 | . | -3.8 | . | -6.4 | -4.1 | -2.9 | .
CCOc1ccc2nc(NC(=O)CS(=O)(=O)c3ccccc3)sc2c1 | 7.9 | 5.1 | 2.1 | -4.6 | 6.6 | 0.0 | -3.6 | -3.2 | -1.9
CCCNC(=O)[C@H]1N2C(=O)c3c(ccc(OC)c3OC)C2SC1(C)C (stereo partly specified) | 2.1 | 15.6 | 1.4 | -6.2 | -3.6 | -2.1 | -8.8 | -3.9 | 9.3
O=C(Cc1ccc(Cl)cc1)Nc1ccc(Cl)cn1 | -10.0 | 6.5 | 0.9 | -0.3 | -11.1 | -1.1 | -4.6 | -1.7 | -1.1
CNC(=O)C(=O)N1CCC2(CC1)OCCN2S(=O)(=O)c1ccc(C)cc1 | 3.4 | . | 2.6 | . | 2.6 | . | . | . | -7.5
COc1ccc2cc(C(=O)NCc3ccccc3)c(=O)oc2c1 | -2.5 | 13.4 | -0.2 | 13.6 | -12.1 | -0.4 | 1.4 | 1.2 | -4.9
O=C(CN1CCN(c2ccccn2)CC1)Nc1ccc(F)c(F)c1 | -0.6 | -3.4 | 1.4 | 2.6 | -9.5 | -1.0 | 3.4 | -3.1 | 3.9
Cc1ccc(CNC(=O)COc2ccc3c(c2)CCC3)cc1 | 1.0 | -2.4 | 0.9 | 0.1 | -2.7 | -1.8 | -6.4 | -5.5 | 9.4
CCc1nccn1S(=O)(=O)c1ccc(OC)c(OC)c1 | -0.5 | 6.0 | 8.2 | . | -0.7 | . | -7.3 | . | 6.2
COc1ccc(NC(=O)COC(=O)c2ccc(Br)o2)cc1OC | -1.3 | 12.1 | 1.4 | -7.5 | 0.2 | -2.4 | -17.6 | 0.8 | -4.6
C#CCOc1c(/C=C\c2nc(O)c([N+](=O)[O-])c(=O)[nH]2)cc(Br)cc1OC | -3.2 | 8.1 | 7.2 | 44.7* | -11.6 | -2.4 | -12.7 | -1.2 | 7.3
